High-throughput results as filed in PubChem BioAssay.
RSV antiviral HEp-2: inhibition of RSV-induced cytopathic effect – HEp-2 cells, primary 10 µM value included (AID 2391). HEp-2 cells, RSV-induced CPE inhibition; higher % means a stronger effect. CPE inhibition, % at 10 µM; hits with a dose series show IC50 in µM. 0.13% of 310,000 active; in the data active means a potency from the dose series; inconclusive means CPE inhibition mostly from about 23% at the one dose, without a potency; inactive means the rest, 99 in 100 with CPE inhibition below about 21%; further: strong numbers were not always called active
human PMI inhibition: MPI enzyme activity inhibition – biochemical, fluorescence intensity, coupled assay, primary screen (AID 1209); purified PMI enzyme, coupled fluorescence intensity; higher % means a stronger effect; one-dose inhibition, % at 20 µM; IC50 in µM for titrated hits; 0.42% of 190,000 active;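 further: plate controls were DMSO vehicle for no effect and wells lacking substrate for full effect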
SV40 large T antigen: TAg ATPase/helicase activity blockers – biochemical (AID 1903) | SV40 large T antigen ATPase/helicase inhibition assay; higher % means a stronger effect | one-dose inhibition, % at 20 µM; IC50 in µM for titrated hits | 0.39% of 310,000 active; in the data active means a potency from the dose series; inconclusive means inhibition mostly from about 32% at the one dose, without a potency; inactive means the rest, 99 in 100 with inhibition below about 32%; further: strong numbers were not always called active
Salmonella PhoP GFP: PhoP-dependent GFP reporter repression – Salmonella Typhimurium, primary screen (AID 1863). S. Typhimurium PhoP-regulated promoter GFP reporter, 4 h; higher % means a stronger effect. inhibition, % at 50 µM; hits with a dose series show IC50 in µM. 0.16% of 300,000 active;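 active means inhibition over 29.93%, a cutoff 3 SD above the screen mean, later confirmed by dose response; inconclusive means inhibition over 29.93% but no dose response follow-up; inactive means inhibition at most 29.93% or unconfirmed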;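 further: 0% = low Mg2+ inducing control and 100% = high Mg2+ repressing control; strong numbers were not always called active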
Ins promoter up: MIN6 insulin promoter up-regulation. MIN6 insulin promoter-GFP reporter, high-content imaging; hits give high values. z-score at 5 µM. 0.3% of 190,000 active. AID 1625;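 active means z-score above 3 at 5 µM with at least 500 cells counted in the well; inconclusive means wells under 500 cells, flagged as cytotoxic or low count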
human PMI inhibitors: human PMI inhibitors, high substrate, primary screen, biochemical, fluorescence intensity, high mannose 6-phosphate (AID 1220); recombinant PMI enzyme, coupled fluorescence intensity; higher % means a stronger effect; inhibition, % at 20 µM; hits with a dose series show IC50 in µM; 0.66% of 190,000 active
ER stress rescue: protection against thapsigargin-triggered cell killing – 384-well, CSM14.1, ATP luminescence, primary screen (AID 1222). CSM14.1 thapsigargin-induced death rescue, ATP luminescence; higher % means a stronger effect. one-dose cellular ATP content (survival), % at 20 µM; EC50 in µM for titrated hits. 190,000 tested, under 10 active;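 active means EC50 below 50 µM in the dose-response confirmation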;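 further: death triggered by thapsigargin at about 15 µM added after 2 h compound pretreatment; cell ATP read after overnight thapsigargin exposure of roughly 18 to 22 hours; normalized against plate controls of thapsigargin alone and 5% DMSO vehicle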
West Nile antiviral: inhibition of WNV-induced cytopathic effect – cell-based, CPE readout (AID 1621) | West Nile virus-infected cells, CPE inhibition; higher % means a stronger effect | CPE inhibition, % at 10 µM, or IC50 in µM where a hit was titrated | 0.02% of 290,000 active; in the data active means a potency from the dose series; inconclusive means CPE inhibition mostly from about 3.7% at the one dose, without a potency; inactive means the rest, 99 in 100 with CPE inhibition below about 2.2%; further: strong numbers were not always called active
TNAP activation fold: stimulation of alkaline phosphatase TNAP activity – biochemical, luminescent, no phosphate acceptor, uHTS, primary screen (AID 1001) | purified TNAP, luminescent activation assay, no phosphate acceptor; higher activation fold means a stronger effect | activation fold at 20 µM; hits with a dose series show EC50 in µM | 0.03% of 200,000 active; in the data active means activation fold from about 3, or a potency from the dose series; inactive means the rest, 99 in 100 with activation fold below about 1.6; further: many of its hits are not listed in these tables
Ins promoter up cell count: recorded beside Ins promoter up, whose call it bears; cell count; measured here: cytotoxicity, nuclei count;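 total cells summed across four imaged fields per well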
* hit, by the source's call; ? = inconclusive; · = not tested or not shown. Unless noted, no stated cut-off is given here; in the data, active means inhibition above about 50%; inactive means the rest.

SMILES	RSV antiviral HEp-2	human PMI inhibition	SV40 large T antigen	Salmonella PhoP GFP	Ins promoter up	Ins promoter up cell count	human PMI inhibitors	ER stress rescue	West Nile antiviral	TNAP activation fold
CC(C)Cn1c(=O)c2sccc2n2c(CCCC(=O)NC3CCN(Cc4ccccc4)CC3)nnc12	0.2%	·	11%	-1%	·	·	·	·	-0.5%	·
CCN(CC(=O)NC(C)C)C(=O)C(CCSC)NC(=O)c1ccccc1OC (stereo not given)	0.7%	2%	1%	5%	0.03	1317	-2%	7.7%	-0.3%	1
O=C(CCc1ccccc1)Nc1ccnn1C1CCN(C/C=C/c2ccccc2)CC1	-1.9%	·	21%	-1%	·	·	·	·	-0.4%	·
CC1(C)Oc2ccc3ccc(=O)oc3c2/C(=N/O)C1=O	0.5%	·	6%	4%	·	·	·	·	0.6%	·
Cc1cccc(Nc2nnc(SCC(=O)Nc3ccc(C(=O)O)cc3)s2)c1	1.3%	-11%	0%	3%	0.48	1066	-5%	-0.6%	-0.3%	1
CSc1nc(Sc2ccccc2Cl)c2ccccc2n1	2.4%	8%	-3%	14%	-0.17	1837	9%	-2.2%	1.5%	1
Cc1cc(C)c(C(=O)CSc2nc(C)cc(=O)[nH]2)c(C)c1	4.9%	·	14%	-4%	·	·	·	·	-1.2%	·
Cc1ccc(C(=O)Nc2nc(=O)n(C(=O)C3CC3)s2)cc1	-0.3%	8%	1%	-8%	0.44	1894	3%	-2.8%	0.2%	1
COC(=O)CCCC1=CC2=CC(=O)C(C)(OC(=O)c3cccs3)C(=O)C2=CN1Cc1ccco1 (stereo not given)	3.2%	·	21%	-10%	0.9	867	·	·	0.7%	·
O=S(=O)(c1cc(Cl)ccc1Cl)N1CCCC1	-1.7%	0%	11%	0%	0.17	1021	-2%	-0.8%	0.2%	1.1
COc1cccc(CNS(=O)(=O)c2ccc3c(c2)oc(=O)n3C)c1	0.5%	·	3%	-4%	·	·	·	·	-0.3%	·
Fc1ccc(C(c2nnnn2Cc2cccs2)N2CCN(c3ccccc3)CC2)cc1 (stereo not given)	15%	5%	7%	-5%	·	·	6%	3.9%	-1.0%	1.1
CCOC(=O)C(NC(=O)c1cccc(Cl)c1)(OCc1ccc(F)cc1)C(F)(F)F (stereo not given)	0.3%	4%	17%	-2%	-0.18	1165	4%	-4.7%	-0.9%	1
CCCC(=O)Nc1ccc2c(c1)nc1n2CCOC1	1.3%	-5%	3%	3%	0.32	1119	-1%	-0.2%	-0.1%	1.1
CCOCCCNC(=O)C1CCCN1C(=O)Nc1ccccc1[N+](=O)[O-] (stereo not given)	0.8%	·	6%	2%	·	·	·	-1.1%	0.4%	1
Cc1ccc(/C=N/NC(=O)Cn2nnc(N)n2)cc1	1.9%	·	19%	-1%	-0.43	908	·	·	0.5%	·
COc1ccc(-c2[nH]ncc2CN2CCN(C(=O)c3cccs3)CC2)c(F)c1	1.4%	·	-2%	-1%	·	·	·	·	-0.6%	·
CCOC(=O)c1cnc2scnn2c1=O	·	0%	1%	-4%	0.73	943	-1%	0.8%	0.0%	1.1
CCCc1cc2c(=O)c(-c3ccccn3)c(C)oc2cc1O	1.6%	3%	6%	-1%	0.92	1264	10%	0.6%	-0.5%	1.1
Cc1ccc(C(=O)N2CCN(c3ccccc3)CC2)cc1S(=O)(=O)N1CCOCC1	1.7%	·	17%	10%	·	·	·	·	-1.3%	·
O=C(O)[C@@H]1CCCN1C(=O)c1ccccc1N1C(=O)[C@@H]2Cc3c([nH]c4ccccc34)C(c3cccc(Cl)c3)N2C1=O (stereo not given in full)	3.7%	·	16%	4%	·	·	·	·	0.9%	·
COc1ccc(CN2CCN(Cc3ccc4cc(F)ccc4n3)CC2CCO)c(C)c1C (stereo not given)	?	·	12%	-10%	·	·	·	·	-1.4%	·
CCCCCCc1c(O)nc(SCC(=O)O)[nH]c1=O	0.9%	-6%	2%	5%	1.1	931	-10%	-1.2%	0.2%	1.1
CCc1ccc(OCC(=O)N/N=C\c2ccco2)c([N+](=O)[O-])c1	0.9%	-8%	1%	-8%	0.32	1248	-1%	-0.6%	-0.3%	1
O=C(Nn1cnnc1)c1ccccc1CCc1ccccc1	0.8%	12%	6%	-2%	0.54	1317	7%	-5.3%	0.2%	1.1
CC(=O)Nc1ccc(NC(=O)C2CCN(c3ccc(C(F)(F)F)cn3)CC2)cc1	2.1%	-1%	7%	-4%	0.33	1149	-1%	1.4%	-0.2%	1.1
C=CCn1c(-c2ccco2)n[nH]c1=S	0.3%	13%	13%	-5%	0.07	1505	28%	3.0%	0.1%	1.1
OC1(c2ccc(Cl)cc2)CCN(Cc2cn[nH]c2-c2ccccc2)CC1	2.9%	·	7%	-8%	0.51	1417	·	·	0.2%	·
O=c1cc(N2CCN(c3ccc(F)cc3)CC2)[nH]c(=O)n1C1CCCCC1	-4.3%	3%	20%	-7%	-1.6	1575	-6%	-4.2%	-0.3%	1.1
CCOC(=O)N1CCN(C(=O)CNCc2cccs2)CC1	1.6%	4%	0%	19%	·	·	1%	0.8%	0.4%	1.1
O=C(CNC(=O)c1cccs1)OCC(=O)c1cccs1	1.7%	1%	2%	-2%	-0.53	1271	-1%	-1.9%	0.1%	1.1
OC(CN1CCCCC1)Cn1c2ccccc2c2ccccc21 (stereo not given)	-2.7%	·	8%	-2%	·	·	·	·	-0.7%	·
CC1CCCC(C)N1c1nnc(NC(=O)Cn2c(=O)oc3ccccc32)s1 (stereo not given)	4.2%	14%	1%	-11%	-1.9	764	13%	4.7%	0.1%	1.1
NS(=O)(=O)c1ccc(CCNc2ncnc3sccc23)cc1	2.3%	0%	5%	12%	-6.5	580	-5%	0.9%	-1.4%	1
Cc1ccc(NC(=O)C2CCCN2C(=O)NC2CCCCC2)cc1F (stereo not given)	1.3%	·	5%	2%	·	·	·	·	0.8%	·
Cc1c(NC(=O)COc2cccc(Br)c2)c(=O)n(-c2ccccc2)n1C	-0.3%	·	0%	-1%	·	·	·	·	-0.5%	·
C/C=C/c1ccc(OCC(=O)O)c(OC)c1	0.9%	·	10%	-2%	-0.83	1359	·	·	0.6%	·
COc1ccc(CNC(=O)CCNS(=O)(=O)c2ccc3c(c2)oc(=O)n3C)cc1	4.2%	·	3%	0%	·	·	·	·	0.5%	·
O=C1Cn2c(nc3ccccc32)N1c1cccc(C(F)(F)F)c1	-0.7%	-14%	9%	-5%	0.44	887	-16%	-0.9%	0.0%	0.9
O=C(Cc1cccs1)NCCc1csc(-c2ccccc2)n1	1.4%	·	10%	-9%	-0.17	1067	·	·	-0.1%	·
CCN1C(=O)/C(=C/c2nc3ccccc3c(=O)[nH]2)c2ccccc21	0.2%	5%	24%	12%	0.01	1374	-2%	-1.6%	-0.9%	0.9
Cc1ccc(CN(C(=O)c2ccc(Cl)c([N+](=O)[O-])c2)C2CCS(=O)(=O)C2)o1 (stereo not given)	3.8%	·	12%	-7%	·	·	·	·	-0.3%	·
Cc1ccc(C(=O)COC(=O)c2cc(Cl)nc3ccccc23)cc1C	1.7%	8%	-2%	2%	1.7	1577	6%	-0.9%	0.1%	1.1
COc1cc(N)c(C(=O)c2nccc3cc(OC)c(OC)cc23)cc1OC	0.9%	·	9%	-8%	·	·	·	·	-0.3%	·
COc1ccccc1/C=C\C=N\n1c(-c2ccc(Cl)cc2Cl)n[nH]c1=S	2.0%	19%	6%	9%	0.11	1420	5%	-1.9%	-0.9%	1.2
COc1cc(OC)cc(-c2nnc(SCc3cccnc3)o2)c1	1.3%	4%	9%	1%	0.27	1077	8%	3.4%	-0.3%	1.1
Cc1ccc(NC(=S)NC(NC(=O)c2ccccc2C)C(Cl)(Cl)Cl)c(C)c1 (stereo not given)	21%	24%	7%	-11%	0.27	1336	14%	-1.2%	-0.3%	1.2
COc1ccc(CNc2nc3nc(C)c(Cl)c(C)n3n2)cc1	-0.5%	·	6%	-3%	0.22	1085	·	·	-0.6%	·
C=C(C)c1cccc(C(C)(C)NC(=O)Nc2ccccc2OCC)c1	1.2%	3%	11%	-5%	0.59	1333	2%	-4.7%	-0.5%	1.1
Cc1cc(C)cc(SCc2noc(C(=O)NCCC(C)C)c2C(=O)NCCC(C)C)c1	-2.2%	·	3%	1%	·	·	·	·	0.1%	·

An excerpt from above, reduced to ER stress rescue, Ins promoter up and RSV antiviral HEp-2:
SMILES | ER stress rescue | Ins promoter up | RSV antiviral HEp-2
COc1ccc(CNc2nc3nc(C)c(Cl)c(C)n3n2)cc1 | · | 0.22 | -0.5%
C=C(C)c1cccc(C(C)(C)NC(=O)Nc2ccccc2OCC)c1 | -4.7% | 0.59 | 1.2%

Following part.
SMILES	RSV antiviral HEp-2	human PMI inhibition	SV40 large T antigen	Salmonella PhoP GFP	Ins promoter up	Ins promoter up cell count	human PMI inhibitors	ER stress rescue	West Nile antiviral	TNAP activation fold
CCOC(=O)c1c(O)c2ccccc2n(CC)c1=O	1.7%	5%	27%	-1%	-0.02	1283	6%	2.4%	-0.1%	1.1
Cn1c(CNC(=O)c2ccccc2F)cc2ccccc21	4.1%	·	5%	8%	·	·	·	·	-0.9%	·
Cc1ccc(NC(=O)COC(=O)c2cccnc2)cc1	0.4%	-12%	8%	5%	-0.17	1178	-3%	-1.1%	·	1.1
Cc1cc(C)nc(NCC(O)COc2ccccc2C)n1 (stereo not given)	2.0%	-4%	-3%	6%	0.43	1112	-4%	2.5%	0.9%	1
COc1ccc(CNC(=O)CCS(=O)(=O)Cc2ccc(C)cc2)c(OC)c1	-0.6%	-4%	10%	-9%	0.12	1379	1%	1.8%	-1.1%	1.1
Cc1ccc(S(=O)(=O)CCC(=O)N2CCN(c3ccc([N+](=O)[O-])cc3)CC2)cc1	2.2%	·	19%	-1%	·	·	·	·	-0.8%	·
COC(=O)c1ccc2c(c1)NC1=C(C(=O)CC(C)(C)C1)C(c1ccncc1)N2 (stereo not given)	1.1%	11%	2%	-4%	0.34	1264	61%*	-5.3%	0.0%	1
O=C(NNS(=O)(=O)c1ccc(Cl)cc1)NC1CCCCC1	1.0%	1%	8%	-2%	·	·	0%	-1.4%	1.3%	1.1

Whole records as entered above. Order of screens: RSV antiviral HEp-2	human PMI inhibition	SV40 large T antigen	Salmonella PhoP GFP	Ins promoter up	Ins promoter up cell count	human PMI inhibitors	ER stress rescue	West Nile antiviral	TNAP activation fold
Profile of COc1ccc(CNC(=O)CCS(=O)(=O)Cc2ccc(C)cc2)c(OC)c1 → -0.6%	-4%	10%	-9%	0.12	1379	1%	1.8%	-1.1%	1.1
Profile of Cn1c(CNC(=O)c2ccccc2F)cc2ccccc21 → 4.1%	·	5%	8%	·	·	·	·	-0.9%	·
Profile of CCOC(=O)c1c(O)c2ccccc2n(CC)c1=O → 1.7%	5%	27%	-1%	-0.02	1283	6%	2.4%	-0.1%	1.1
Profile of Cc1cc(C)nc(NCC(O)COc2ccccc2C)n1 (stereo not given) → 2.0%	-4%	-3%	6%	0.43	1112	-4%	2.5%	0.9%	1
